KKLEB cytotox: counter-screen for CF NF-kB inhibitors: cytotoxicity; KKLEB CF airway cells viability, ATPlite luminescence, overnight; active compounds read low; cells stimulated with P. aeruginosa culture filtrate; activity change (cytotoxicity), % at 5 µM; 360,000 compounds, 0.36% hits; AID 602141;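 active means corrected activity change at or below -50% at 5 µM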
EBV LMP1 NFkB: reduces LMP1-driven NF-kappaB luciferase signal; LMP1-induced NF-kappaB luciferase reporter cells, luminescence; inhibition, % at 12.5 µM; 350,000 compounds, 0.69% hits; AID 504558; in the data active means inhibition above about 41%;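 further: 0% = neutral control wells and 100% = reference inhibitor control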
NCOA1 inh: inhibits human SRC1 coactivator. Q15788. inhibition, % at 3.6 µM. HEK293 GAL4-SRC1 luciferase reporter, luminescence. 360,000 compounds, 0.12% hits;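 active means inhibition above the campaign mean plus 3 SD, with each screening campaign given its own cutoff, cut at about 60% in these data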;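 further: 0% = DMSO treated cells and 100% = gossypol at 36 µM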
NR5A2 inv ag: inverse agonists of human LRH-1 (NR5A2); O00482; HEK293T StAR-luciferase reporter, LRH-1 transfected, 24 h; inhibition, % at 3.6 µM; 360,000 compounds, 0.13% hits; AID 602396;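 active means inhibition above the mean inhibition of all tested compounds plus 3 SD, cut at about 73% in these data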;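 further: 0% = DMSO wells and 100% = reporter-only cells lacking LRH-1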
Target sequence (O00482 whole entry, looked up): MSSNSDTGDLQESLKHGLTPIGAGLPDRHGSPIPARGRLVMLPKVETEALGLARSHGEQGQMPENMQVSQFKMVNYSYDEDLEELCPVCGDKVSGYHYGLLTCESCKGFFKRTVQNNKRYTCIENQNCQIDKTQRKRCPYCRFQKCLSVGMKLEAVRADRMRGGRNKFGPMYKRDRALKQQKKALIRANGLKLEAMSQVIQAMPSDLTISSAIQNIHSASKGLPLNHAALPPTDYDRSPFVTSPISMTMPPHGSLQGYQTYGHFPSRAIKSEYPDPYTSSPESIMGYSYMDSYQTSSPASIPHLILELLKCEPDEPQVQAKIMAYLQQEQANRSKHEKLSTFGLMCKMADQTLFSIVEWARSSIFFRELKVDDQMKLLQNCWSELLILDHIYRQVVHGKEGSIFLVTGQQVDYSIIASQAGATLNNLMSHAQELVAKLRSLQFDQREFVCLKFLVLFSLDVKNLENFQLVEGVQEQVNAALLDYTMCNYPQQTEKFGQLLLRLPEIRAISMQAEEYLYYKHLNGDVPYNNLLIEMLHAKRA
CF NFkB block: inhibitors of cystic fibrosis induced NF-kB | KKLEB NF-kB-GFP reporter, PAF-induced, GFP fluorescence overnight | inhibition, % at 5 µM | 360,000 compounds, 0.86% hits | AID 588850;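 active means at least 50% inhibition at 5 µM, scaled per plate between neutral and stimulator controls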;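 further: PAF is a Pseudomonas aeruginosa culture filtrate used as stimulus; plate controls were PAF-stimulated DMSO wells for no effect and unstimulated DMSO wells for full effect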
NR2F2 inh: NR2F2 (human) inhibition, primary screen. P24468. HEK293T NGFI-A luciferase reporter, luminescence. inhibition, % at 8.6 µM. 370,000 compounds, 0.7% hits. AID 686940;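 active means inhibition above a per-plate cutoff, mean inhibition of test wells between control levels plus 3 SD, cut at about 38% in these data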;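 further: cells cotransfected with COUP-TFII expression vector driving the NGFI-A reporter; 0% = median of COUP-TF2 test wells and 100% = reporter-only cells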
Target sequence (P24468 whole entry, looked up): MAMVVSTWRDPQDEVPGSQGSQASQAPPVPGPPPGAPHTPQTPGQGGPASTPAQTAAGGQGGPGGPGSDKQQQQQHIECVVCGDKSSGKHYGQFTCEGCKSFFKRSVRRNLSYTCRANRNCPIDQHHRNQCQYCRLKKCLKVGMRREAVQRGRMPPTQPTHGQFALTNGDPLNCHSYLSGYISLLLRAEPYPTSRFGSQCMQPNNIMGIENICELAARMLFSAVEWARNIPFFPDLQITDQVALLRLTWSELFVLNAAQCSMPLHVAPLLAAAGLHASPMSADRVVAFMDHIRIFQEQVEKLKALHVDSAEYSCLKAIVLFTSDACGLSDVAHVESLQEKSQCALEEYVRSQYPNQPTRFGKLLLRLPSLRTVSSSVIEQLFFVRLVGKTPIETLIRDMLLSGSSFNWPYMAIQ
TROY signal inh: inhibitors of TROY-dependent NF-kB signaling; Q293 LMP1-TROYcd NF-kB luciferase reporter, 4 h; 360,000 compounds, 0.98% hits; inhibition, % at 10 µM;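 active means compounds whose plate-normalised and pattern-corrected inhibition of the luciferase reporter signal at the single screening dose is 50% or more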
TWEAK-Fn14 inh: inhibitors of TWEAK-Fn14 interaction signaling; 360,000 compounds, 2% hits; inhibition, % at 10 µM; TWEAK-stimulated Fn14 reporter cells, luciferase luminescence, 8 h; in the data active means inhibition above about 50%
SRC3 inh: human NCOA3 inhibition; Q9Y6Q9; HEK293 GAL4-SRC3 luciferase reporter, luminescence; AID 588352; 360,000 compounds, 0.17% hits; inhibition, % at 3.6 µM;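 active means inhibition above a per-campaign cutoff, the mean of all compounds plus 3 SD, cut at about 60% in these data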;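 further: 0% = DMSO-treated cells and 100% = gossypol-treated cells at 36 µM; higher means less SRC3-driven luciferase light from the GAL4 reporter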
TRAIL sens C8: sensitizes caspase-8 expressing cells to TRAIL; NB7+C8 cells + TRAIL, ATPlite viability luminescence; inhibition (viability loss, TRAIL sensitization), % at 10 µM; 360,000 compounds, 1% hits;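 active means compounds causing at least 50% loss of cell viability in the single-dose screen, relative to plate controls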
SRC2 inh: human SRC2 (NCOA2) inhibition. AID 651957. Q15596. 370,000 compounds, 0.17% hits. inhibition, % at 9 µM. HEK293 GAL4-SRC2 luciferase reporter, luminescence;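 active means inhibition above the mean inhibition of all tested compounds plus 3 SD, set per campaign, cut at about 52% in these data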;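 further: 0% = DMSO treated cells and 100% = cells given Gossypol at 36 µM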
Starred values were filed as active, the others as inactive; x = no result given.

Start of the data: the first nine entries, ahead of the listing:
Under each structure – KKLEB cytotox	EBV LMP1 NFkB	NCOA1 inh	NR5A2 inv ag	CF NFkB block	NR2F2 inh	TROY signal inh	TWEAK-Fn14 inh	SRC3 inh	TRAIL sens C8	SRC2 inh
- CCOc1ccc(S(=O)(=O)N2CCCC(C(=O)NCc3ccccn3)C2)cc1Cl (centres undefined)
    -10	-1	2	-12	8	-10	12	12	9	-11	-3
- O=S(=O)(c1ccc(F)cc1)c1nc(-c2ccc(F)cc2)oc1NCCN1CCOCC1
    8	-16	2	10	-8	-8	7	6	-2	-3	2
- Clc1ccc2c(NCc3ccccn3)ccnc2c1
    5	9	9	0	-5	16	1	-12	5	9	15
- Cc1ccc(OCC(=O)Nc2ccc3c(c2)nc2n3CCOC2)cc1
    25	-1	-10	-8	-29	-1	-7	-7	0	0	-24
- Cn1c(N)c(C(=O)CSc2nnc(C3CC3)n2Cc2ccccc2)c(=O)[nH]c1=O
    4	1	-6	-12	5	2	12	-6	-17	-4	-6
- Cc1nnc(SCC(=O)NNC(=O)c2ccccc2)n1N
    -13	-2	-4	-2	4	3	0	10	-7	-8	6
- Cc1ccccc1N(C(=O)CNC(=O)c1ccco1)C(C(=O)NC1CCCC1)c1ccncc1 (centres undefined)
    10	3	-1	15	-15	-5	-24	18	4	11	13
- C=C1C(=O)C=C2CN(C(=O)c3ccccc3)[C@@](Cc3ccc(F)cc3)(C(=O)OC)[C@@H]12
    -91*	94*	20	56	75*	x	81*	105*	48	73*	x
- O=C1c2ccccc2S(=O)(=O)N1CCOc1ccc(F)cc1
    -14	6	-23	-18	4	-22	-43	4	-12	-8	2

The listing (from the top)
Under each structure – KKLEB cytotox	EBV LMP1 NFkB	NCOA1 inh	NR5A2 inv ag	CF NFkB block	NR2F2 inh	TROY signal inh	TWEAK-Fn14 inh	SRC3 inh	TRAIL sens C8	SRC2 inh
- CCOc1ccc(S(=O)(=O)N2CCCC(C(=O)NCc3ccccn3)C2)cc1Cl (centres undefined)
    -10	-1	2	-12	8	-10	12	12	9	-11	-3
- O=S(=O)(c1ccc(F)cc1)c1nc(-c2ccc(F)cc2)oc1NCCN1CCOCC1
    8	-16	2	10	-8	-8	7	6	-2	-3	2
- Clc1ccc2c(NCc3ccccn3)ccnc2c1
    5	9	9	0	-5	16	1	-12	5	9	15
- Cc1ccc(OCC(=O)Nc2ccc3c(c2)nc2n3CCOC2)cc1
    25	-1	-10	-8	-29	-1	-7	-7	0	0	-24
- Cn1c(N)c(C(=O)CSc2nnc(C3CC3)n2Cc2ccccc2)c(=O)[nH]c1=O
    4	1	-6	-12	5	2	12	-6	-17	-4	-6
- Cc1nnc(SCC(=O)NNC(=O)c2ccccc2)n1N
    -13	-2	-4	-2	4	3	0	10	-7	-8	6
- Cc1ccccc1N(C(=O)CNC(=O)c1ccco1)C(C(=O)NC1CCCC1)c1ccncc1 (centres undefined)
    10	3	-1	15	-15	-5	-24	18	4	11	13
- C=C1C(=O)C=C2CN(C(=O)c3ccccc3)[C@@](Cc3ccc(F)cc3)(C(=O)OC)[C@@H]12
    -91*	94*	20	56	75*	x	81*	105*	48	73*	x
- O=C1c2ccccc2S(=O)(=O)N1CCOc1ccc(F)cc1
    -14	6	-23	-18	4	-22	-43	4	-12	-8	2
- C#Cc1ccc([C@@H]2C=C(C(=O)NCc3ccccc3)O[C@H](OCC)[C@H]2CCCO)cc1
    19	-9	-19	-12	-10	10	22	-18	-25	-9	-4
- CC(=O)Nc1ccc(S(=O)(=O)N2CCN(Cc3ccccc3[N+](=O)[O-])CC2)cc1
    -3	3	-2	14	12	19	-2	7	13	16	-2
- COc1ccc(C(CC(=O)Nc2cc(C)ccn2)N2Cc3ccccc3C2=O)cc1 (centres undefined)
    5	16	8	11	3	6	-27	-10	0	9	3
- Cc1nn(C)c(C)c1NC(=O)C12CC3CC(CC(C3)C1)C2
    0	4	-29	4	1	17	-14	-12	6	-6	-9
- COc1ccc(C)cc1NC(=O)c1cccc(-c2ccc(OC(C)=O)cc2)c1
    2	-3	-3	-6	-25	14	-48	-10	10	-3	-7
- COc1ccc(CNC(=O)c2sccc2C)cc1
    0	-13	-57	3	6	4	-24	15	-12	-12	-10
- COC(=O)C1=C(C)N(Cc2ccccc2)C(=O)N[C@H]1c1cccc(C(F)(F)F)c1
    -13	1	10	5	24	4	-21	-28	-17	-4	18
- Nc1nnc(SCC(=O)Nc2ccccc2N2CCOCC2)s1
    -1	4	-6	-12	4	13	-6	14	0	5	-10
- CCOC(=O)C1CCN(C(=O)c2cc3c(C)cc(C)cc3[nH]2)CC1
    1	-2	-3	-20	4	2	-9	-10	-3	-6	-39
- Cc1noc(C)c1S(=O)(=O)N1CCC(C(N)=O)CC1
    -8	-1	-8	12	4	-5	-13	0	-2	18	-10
- COc1ccccc1OCc1ccc(C(=O)NCC2CCCO2)o1 (centres undefined)
    -24	0	3	11	15	6	5	2	3	-3	-8
- COc1ccc(S(=O)(=O)N2CCCCC2)cc1NC(=O)c1cccc(S(=O)(=O)N2CCOCC2)c1
    -6	34	-19	-16	24	5	-8	1	-12	-3	-27
- C=CCn1c(COc2ccccc2)nnc1SCc1ccc(C#N)cc1
    1	-1	-10	8	5	0	-15	-10	5	7	-12
- COC(=O)NNC(=O)COc1cc(C)c(Br)cc1C(C)C
    -8	1	8	1	24	7	-7	-8	12	-1	13
- COc1ccc(/C=C(\C#N)C(=O)NCc2cccs2)cc1OC
    -16	1	-2	-12	16	-11	-16	-9	16	-10	-18
- C/C(=N\Nc1cccc([N+](=O)[O-])c1)c1ccccc1O
    -5	-50	-56	0	-62	-40	-33	-64	-34	4	-53
- Cc1cccn2c(=O)c3cc(C#N)c(=NC(=O)c4cccs4)n(CCCOC(C)C)c3nc12
    -2	4	-6	-2	-6	10	-3	5	12	-3	-5
- O=C(C1=C[C@@H](c2ccc3c(c2)OCO3)C[C@@H](OCCCCO)O1)N1CCN(Cc2ccc3c(c2)OCO3)CC1
    -3	-4	-7	12	2	-5	-5	0	-16	-14	-4
- Cc1ccccc1OCC(=O)N/N=C/C=C/c1ccccc1
    -17	-2	-13	-1	18	-10	-22	2	5	-8	-12
- CC(/C=N/NC(=O)c1ccccc1F)c1ccccc1 (centres undefined)
    -20	-7	-52	-109	-2	-50	-27	-28	-69	-6	-49
- CC(=O)Nc1ccc2c(c1)ncn2-c1ccc(C)cc1
    -6	-7	-128	-155	8	-57	-22	10	-83	5	-52
- COc1ccccc1-n1cnnc1SCC(=O)N1CC(=O)Nc2ccccc21
    -6	1	1	4	-9	0	8	11	2	-28	-8
- CC(OC(=O)c1ccccc1OCc1ccc(Cl)cc1)C(N)=O (centres undefined)
    -7	6	1	-20	-9	-6	13	-4	-1	6	-4
- Cc1cc(=O)[nH]c(SCC(=O)Nc2ccc(F)c([N+](=O)[O-])c2)n1
    -9	4	-12	2	-2	17	-9	-4	-2	-1	-15
- Cc1c(Cl)ccc2c(C(N)=O)cc(-c3ccccn3)nc12
    -10	-4	-21	5	48	23	5	27	12	-10	-15
- O=C(NCc1ccccc1)C1c2ccccc2OCC(=O)N1CCc1ccccc1 (centres undefined)
    x	x	x	5	x	6	7	-5	x	-9	-3
- O=C(NC1CCCC1)c1ccc2c(c1)S(=O)(=O)c1ccccc1C2=O
    12	15	-7	11	-11	-14	2	-26	6	4	-23
- CCOc1ccc(NS(=O)(=O)c2ccc(NS(=O)(=O)c3cccs3)cc2)cc1
    -4	-12	-6	19	3	2	18	7	9	9	7
- CCc1ccc(OC(=O)Cc2ccc(OC)c(S(=O)(=O)N3CCOCC3)c2)cc1
    9	5	-8	-16	-3	16	-1	0	-4	13	-45
- c1ccc(CNc2nc(-c3ccccn3)nc3ccccc23)cc1
    -1	27	-3	46	16	25	21	13	53	8	16
- COc1ccc(F)c(CN2CCC(CO)(Cc3cccc(C(F)(F)F)c3)CC2)c1
    -9	-7	12	6	3	7	4	-5	24	11	18
- O=C(N/N=C/C=C\c1ccccc1)c1cnccn1
    -5	-1	-72	-6	-7	-4	-8	-4	-9	-1	-10
- CCCCN(C(=O)CNC(=O)c1cccs1)C(C(=O)NC1CCCCC1)c1cccnc1 (centres undefined)
    -12	1	-49	11	8	7	9	13	-59	9	-21
- O=C(NCCN1CCCC(O)C1)c1cc(COc2cccc(C(F)(F)F)c2)on1 (centres undefined)
    2	-3	-6	-1	8	13	-10	13	-4	-5	20
- CC(=O)Nc1nnc(SCC(=O)NCCOc2ccccc2)s1
    0	-3	-1	-13	-12	6	-15	7	-6	-6	-4
- COC(=O)Cc1ccc(OC(=O)CCS(=O)(=O)c2ccc(C)cc2)cc1
    11	-15	4	-3	-21	-12	4	-3	19	-2	-4
- COc1cccc(NC(=O)CN(C)C(=O)c2ccc3ccccc3c2)c1
    -3	-1	-11	-11	4	0	-12	-17	-24	-6	-6
- Cn1c(-c2ccccc2)cnc1NCc1ccccc1
    -6	10	-9	-20	-2	-10	-8	6	0	14	-42
- Cc1ccccc1NS(=O)(=O)c1ccc(NC(=O)CSCc2ccc(Br)cc2)cc1
    1	-3	3	1	7	16	49	33	12	-2	13
